GALK inhibitor: inhibitors of human galactokinase (GALK) | P51570 | recombinant GALK, Kinase-Glo ATP luminescence, 1 h | Potency, µM (titrated, usually from 57.5 µM), for inactives: at the top dose activity, negative = inhibition, most hits filed as inhibitors | 44,000 tested, under 10 active;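 also: plate controls were full GALK reaction for no effect and reaction lacking GALK for full effect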
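Human GALK (5 nM) was incubated with 35 uM ATP and 100 uM galactose in 20 mM HEPES pH 8.0 with MgCl2, NaCl, DTT and BSA for 1 h at room temperature. Remaining ATP was measured by Kinase-Glo Plus luminescence.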
p53null 39C tox: p53 null cell cytotoxicity, nonpermissive temperature | H1299 p53-null (neo) cells, 39C, ATPlite viability, 24 h | 55,000 tested, 0.97% active | Potency, µM (top dose mostly 46.1 µM), inactives show at the highest dose activity, negative = cell killing, usual class: cytotoxic;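 also: potency is read from the fitted curve at half-maximal effect; 0% = DMSO only and -100% = full killing by 100 µM tamoxifen; nearly all actives have a fitted effect of over 50% in size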
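H1299 lung cancer cells, p53-null (H1299-neo) or expressing p53 A138V (H1299-p53A138V), were plated overnight at 37C, then exposed to compounds at up to 46 uM for 24 hr at 39C. Viability was read by ATP-based luminescence.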
B2AR arrestin ag: beta-arrestin recruitment by human beta2-adrenergic receptor ligands; HTLA Tango cells, beta-arrestin recruitment, luciferase luminescence, 18 h; Potency, µM (doses to about 46.1 µM), for the others: at the highest dose activation, actives largely listed as activators; 44,000 tested, under 10 active; AID 1347077;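 also: potency is read from the fitted curve at half-maximal effect; 0% = DMSO and full agonism = EC100 isoproterenol or metaproterenol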
Target sequence (P07550 whole entry, looked up): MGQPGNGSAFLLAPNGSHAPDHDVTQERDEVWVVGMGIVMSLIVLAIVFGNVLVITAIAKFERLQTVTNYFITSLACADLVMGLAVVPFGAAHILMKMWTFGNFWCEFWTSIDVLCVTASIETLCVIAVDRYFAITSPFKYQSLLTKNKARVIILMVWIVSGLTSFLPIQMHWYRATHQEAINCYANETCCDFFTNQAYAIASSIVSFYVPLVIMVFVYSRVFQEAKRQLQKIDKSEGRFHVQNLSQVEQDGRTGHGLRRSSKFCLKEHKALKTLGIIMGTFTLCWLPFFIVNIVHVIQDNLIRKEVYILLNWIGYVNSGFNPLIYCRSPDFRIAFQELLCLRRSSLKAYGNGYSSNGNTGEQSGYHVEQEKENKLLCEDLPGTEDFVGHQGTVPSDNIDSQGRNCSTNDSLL
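Tango cell line, 1% FBS DMEM; cpd titration up to 46 microM; 18 hr, 37 degrees C, 5% CO2. Luciferin/ATP substrate mix added, 15 min RT, luminescence. %Activity, CRC fitting, curve-class categorization.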
FH mod: Identification of activators of human fumarate hydratase by quantitative high-throughput screening; Fumarate hydratase, mitochondrial (Homo sapiens), P07954; FH coupled MDH/diaphorase resazurin fluorescence, 15 min; Potency, µM (series often up to 79.9 µM), inactives show at the top dose activity change, negative = inhibition, actives largely listed as inhibitors; 54,000 tested, 0.22% active; also: potency is read from the fitted curve at half-maximal effect; % is scaled to controls: 0 for no effect and ±100 for the full control effect; the screen sought activators but most active calls are inhibition curves; nearly all actives have a fitted effect of over 45% in size
NTMT1 inh: inhibitors of human N-terminal methyltransferase NTMT1; NTMT1 MTase-Glo SAH luminescence, purified enzyme; Potency, µM (series often up to 114 µM), inactives show top-dose activity change, negative = inhibition, hits mostly inhibitors; 59,000 tested, 2.5% active; Q9BV86;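 also: potency is read from the fitted curve at half-maximal effect; plate controls were DMSO vehicle for no effect and no enzyme for full effect; nearly all actives have a fitted effect of over 65% in size; many of its hits are not listed in these tables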
Target sequence (Q9BV86 whole entry, looked up): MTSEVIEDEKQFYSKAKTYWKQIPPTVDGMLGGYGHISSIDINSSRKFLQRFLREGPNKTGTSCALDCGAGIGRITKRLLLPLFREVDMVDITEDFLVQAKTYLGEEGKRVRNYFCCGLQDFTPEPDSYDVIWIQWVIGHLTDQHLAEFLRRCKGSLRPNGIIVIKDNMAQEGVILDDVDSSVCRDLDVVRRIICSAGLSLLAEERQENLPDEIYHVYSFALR
PTAP-TSG101 blk: blocks PTAP binding to human TSG101, validation | Q99816 | Fluorescence polarization, FITC-PTAP peptide/Tsg101, 20 min | Potency, µM (series often up to 115 µM), for inactives: at the highest dose activity change, negative = inhibition, usual class: inhibitors | 44,000 tested, under 10 active | AID 1347069; also: potency is read from the fitted curve at half-maximal effect; 0% is about no effect
Target sequence (Q99816 whole entry, looked up): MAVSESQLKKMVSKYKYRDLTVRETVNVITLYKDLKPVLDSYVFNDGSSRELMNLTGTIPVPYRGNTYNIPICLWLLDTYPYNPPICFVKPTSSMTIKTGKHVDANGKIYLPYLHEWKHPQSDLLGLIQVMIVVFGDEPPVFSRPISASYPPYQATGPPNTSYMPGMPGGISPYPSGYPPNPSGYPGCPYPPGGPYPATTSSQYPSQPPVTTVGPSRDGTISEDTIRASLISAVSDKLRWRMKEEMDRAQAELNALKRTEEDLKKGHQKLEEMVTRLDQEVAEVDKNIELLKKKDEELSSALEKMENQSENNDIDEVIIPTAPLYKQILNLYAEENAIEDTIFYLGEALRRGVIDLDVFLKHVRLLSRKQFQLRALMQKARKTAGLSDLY
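qHTS FP binding, 20 min r.t.: 10 uM Tsg101 domain + 50 nM FITC-PTAP peptide, pH 7.5 HEPES buffer with TCEP and EDTA.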
p53null 32C tox: selectivity test: cytotoxicity in p53 null cells, permissive temperature; Potency, µM (titrated, usually from 46.1 µM), for inactives: top-dose activity change, negative = cytotoxicity, usual class: cytotoxic; AID 903; H1299-neo p53 null cells, ATP luminescence, 24 h, 32C; 55,000 tested, 0.62% active;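 also: potency is read from the fitted curve at half-maximal effect; 0% = DMSO only and -100% = full killing by 100 µM tamoxifen; nearly all actives have a fitted effect of over 55% in size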
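ATP-content luminescence in p53-null H1299-neo cells after 24 h compound exposure (up to 46 uM) at 32C permissive temperature; 0% and 100% killing set by DMSO and 100 uM tamoxifen; Hill-equation AC50.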
Active calls of the source: *; ? = inconclusive; [ ] = remark or other dose. Calls follow the shape of the dose curve; as a rule, active = well fitted curve in the direction sought with a large enough effect; inconclusive = small, poorly fitted or top-dose-only effect, or another doubt; inactive = no such curve, though single readings can be large; an effect the other way counts as inactive or inconclusive.

SMILES	GALK inhibitor	p53null 39C tox	B2AR arrestin ag	FH mod	NTMT1 inh	PTAP-TSG101 blk	p53null 32C tox
CC(Oc1ccc(F)cc1)C(=O)Nc1cc(-c2ccc(F)c(F)c2)no1 (configuration not stated)	2%	-15%	-4%	-25%	13%	-4%	36%[activator]
COc1ccc(-c2nc(C)c(CCNC(=O)c3cccs3)s2)cc1	1%	3%	1%	-12%	-2%	-1%	-21%
CSc1ncc(Cl)c(C(=O)Nc2c(C(=O)c3ccc(C)cc3)oc3ccccc23)n1	-1%	-7%	?	1%	-3%	2%	0%
COc1cc2nc(NCCc3ccccc3)n3nc(-c4cccnc4)nc3c2cc1OC	-3%	-9%	-1%	-5%	4%	1%	-2%
Cc1cccc(Oc2nc3c(c(=O)n(C)c(=O)n3C)n2C)c1	1%	-13%	-1%	-5%	-10%	4%	4%
COc1ccc(Cn2ccnc2SCC(=O)Nc2nnc(C)s2)cc1	2%	2%	0%	-2%	0%	4%	0%
Cc1ccc(NC(=O)CSc2nc(C3CCCC3)nc3c2c(=O)n(C)c(=O)n3C)c(C)c1	-1%	-5%	0%	-3%	10%	-2%	-3%
Cc1nc2nc(NCc3ccc(Cl)cc3)[nH]n2c(=O)c1Cc1ccccc1	7%	-1%	0%	-3%	-8%	-8%	-29%
Nc1ccc(NC(=O)c2cccc(C(=O)Nc3ccc(N)cc3Cl)c2)c(Cl)c1	3%	-9%	1%	-13%	11%	-9%	21%
CSc1nn(Cc2ccc(Br)cc2)c(N(C(C)=O)C(C)=O)c1S(=O)(=O)c1ccccc1	5%	7%	-2%	-24%	-1%	-4%	-9%
CCN(CC)S(=O)(=O)c1ccc2c(c1)c(=O)c(C(=O)N1CCN(c3ccc(F)cc3)CC1)cn2C	0%	0%	1%	0%	-1%	-1%	9%
COc1cccc(NC(=O)/C(C#N)=C/c2ccc(-c3ccc(C)cc3)o2)c1	2%	-3%	0%	-8%	10%	40µM*	7%
CCCCC(=O)Nc1cccc(-c2nc3ccccc3s2)c1	5%	-19%	-5%	-11%	-4%	2%	-22%
CCn1c(=O)cc(SCC(=O)NCCc2ccc(OC)cc2OC)c2ccccc21	0%	-7%	1%	-2%	16%	-4%	-5%
Cc1c(C(=O)N(C)C)sc2c1c(=O)n(-c1ccc(F)cc1)c(=O)n2Cc1ccccc1C#N	-6%	-5%	1%	0%	-8%	-3%	-2%
Cc1cccc(Nc2nc(C)nc(N)c2S(=O)(=O)c2ccccc2)c1	2%	-16%	0%	-1%	-15%	1%	-6%
CCCS(=O)(=O)N1CC(=O)N(c2cccc(F)c2)C(C)(C(=O)NC2CCCCCC2)C1 (configuration not stated)	-3%	-6%	-1%	-1%	?	0%	-9%
CC1Cc2ccccc2N1C(=O)CSc1nnc(-c2cccc(Cl)c2)o1 (configuration not stated)	2%	-16%	-5%	-11%	1%	6%	-11%
Fc1ccccc1N1CCN(c2ncc3c(n2)CCN(Cc2ccc(Br)s2)C3)CC1	-1%	9%	1%	1%	0%	-3%	-5%
CCOc1ccc(CCNC(=O)C2CCN(C(=O)c3cc4sccc4n3CC)CC2)cc1OCC	4%	-4%	1%	-14%	2%	1%	-8%

Part of the list above, with bars between the fields.
SMILES | GALK inhibitor | p53null 39C tox | B2AR arrestin ag | FH mod | NTMT1 inh | PTAP-TSG101 blk | p53null 32C tox
Cc1cccc(Nc2nc(C)nc(N)c2S(=O)(=O)c2ccccc2)c1 | 2% | -16% | 0% | -1% | -15% | 1% | -6%
Cc1ccc(NC(=O)CSc2nc(C3CCCC3)nc3c2c(=O)n(C)c(=O)n3C)c(C)c1 | -1% | -5% | 0% | -3% | 10% | -2% | -3%
CCOc1ccc(CCNC(=O)C2CCN(C(=O)c3cc4sccc4n3CC)CC2)cc1OCC | 4% | -4% | 1% | -14% | 2% | 1% | -8%
COc1cc2nc(NCCc3ccccc3)n3nc(-c4cccnc4)nc3c2cc1OC | -3% | -9% | -1% | -5% | 4% | 1% | -2%

Carrying on.
SMILES	GALK inhibitor	p53null 39C tox	B2AR arrestin ag	FH mod	NTMT1 inh	PTAP-TSG101 blk	p53null 32C tox
Cc1cccc(Cn2cc(C(=O)c3ccccc3)c(=O)c3cc4c(cc32)OCO4)c1	0%	-2%	-2%	-19%	2%	-1%	-3%
CCn1c(=O)cc(OCC(=O)N2CCN(c3cccc(Cl)c3)CC2)c2ccccc21	3%	29%	0%	-12%	-2%	-1%	-1%
COc1cc(OC)cc(C(=O)Nc2ccc3c(c2)n(C)c(=O)c(=O)n3C)c1	-2%	-2%	0%	-15%	3%	-6%	-8%
COc1cccc(NC(=O)c2ccc3nc(CCc4ccccc4)oc3c2)c1	-1%	10%	1%	-28%	-5%	0%	-5%
CC(C)CC(=O)N1c2nc(C(C)C)nn2C2(CCCCC2)[C@@H]2CCCC[C@@H]21	0%	-8%	-4%	22%	4%	0%	-7%
CC(Sc1nc(=O)cc(N)n1CCc1ccccc1)C(=O)Nc1cccc(Cl)c1 (configuration not stated)	6%	-20%	1%	-15%	-5%	-2%	16%
Cc1ccc(-n2ncc3c(NCCCN4CCOCC4)ncnc32)cc1	-6%	-24%	3%	-1%	-7%	-7%	-1%
Cc1ccc(C)c(NC(=O)C(Cc2ccccc2)n2cccc2)c1 (configuration not stated)	5%	-3%	1%	-20%	4%	0%	-6%
Cc1nc2ccc(S(=O)(=O)N(CC(=O)Nc3cccc(C)c3C)Cc3ccccc3)cc2s1	0%	-17%	0%	7%	7%	1%	-3%
Clc1ccc(-n2c(Cc3ccccc3)nnc2SCc2nc(-c3cccs3)no2)cc1	3%	59%[activator]	0%	-35%	-3%	-1%	20%
Cc1ccc(CNC(=O)CSc2nc3ccsc3c(=O)n2-c2ccc(C(=O)O)cc2)cc1	-5%	6%	-3%	14%	11%	0%	-2%
CCCCN(C)S(=O)(=O)c1ccc(NC2=NS(=O)(=O)c3ccccc32)cc1	6%	-7%	-2%	-15%	-3%	-10%	-5%
C#CCSc1nc2sc3c(c2c(=O)n1Cc1ccccc1)CCCC3	-2%	-14%	0%	2%	-3%	-1%	-2%
COc1ccccc1/C=C/c1nc(C#N)c(NCc2ccccc2)o1	2%	-9%	0%	?	4%	-1%	-7%
Cc1cc(C)c2c(-n3cccc3)c(C(=O)NCCc3ccccc3)sc2n1	?	29%	-1%	-14%	3%	3%	0%
COc1ccc(S(=O)(=O)N(Cc2nc(-c3ccc(Cl)cc3)no2)C2CCCCC2)cc1	1%	-7%	0%	-13%	-8%	-1%	3%
CCCOc1ccc(-c2nonc2NC(=O)c2oc3ccc(C)cc3c2C)cc1OCCC	8%	-1%	1%	4%	16%	0%	-7%
COc1ccc(OC)c(NS(=O)(=O)c2ccc(N3CCCCS3(=O)=O)cc2)c1	-2%	-9%	-1%	-2%	-2%	-5%	-6%
Cc1cc(F)ccc1NC(=O)Cn1cc(S(=O)(=O)NC(C)C)c(S(=O)(=O)NC(C)C)c1	1%	-28%	0%	-6%	-3%	-2%	-6%
CC(C)OCCCn1c(=O)c2ccccc2n2c(-c3ccc(F)c(F)c3)nnc12	?	-15%	7%	-8%	1%	-3%	19%
Cc1ccc(NC(=O)CCc2c(C)nc3c(-c4ccc(F)cc4)c(C)nn3c2C)cc1F	10%	-22%	-2%	-8%	-24%	0%	-1%
COc1ccccc1CNC(=O)c1cnc(N2CCCC2)nc1C	-1%	-4%	0%	10%	-1%	2%	-1%
CCn1c(C(=O)N2CCC(C(=O)NCCc3ccc(OC)cc3OC)CC2)cc2sccc21	1%	-5%	1%	-11%	-3%	-6%	6%
COc1ccccc1N1CCN(c2nc3ccc(C(=O)c4ccccc4)cc3n3c(C)nnc23)CC1	-2%	30%	0%	-5%	2%	0%	-7%
COc1ccc(C)cc1NS(=O)(=O)c1ccc2c(c1)CCCN2C(C)=O	1%	2%	0%	?	2%	0%	?
CCOC(=O)c1cc2c(=O)n3ccccc3nc2n(CCCOC)c1=NC(=O)C(C)Oc1ccccc1 (configuration not stated)	-1%	0%	0%	-1%	2%	-10%	5%
Cc1ccc(NC(=O)c2ccc(F)c(S(=O)(=O)N3CCc4ccccc4C3)c2)cc1F	-6%	34%[activator]	-1%	?	12%	0%	15%
COc1cccc(Cn2c(=O)n(CC3CCC(C(=O)N4CCOCC4)CC3)c(=O)c3sccc32)c1 (configuration not stated)	2%	-14%	-1%	-19%	-3%	0%	-4%
COCCc1nn2c(=O)cc(COC(=O)COc3ccc(F)cc3)nc2s1	-2%	-2%	0%	-7%	1%	3%	-8%
CCOc1ccc2c(c1)NC(c1cccs1)=NC(c1ccc(F)cc1)=N2	1%	-13%	-2%	-6%	4%	0%	-6%
O=C(NCCc1ccccc1)c1ccc2c(c1)N(Cc1ccc(F)cc1Cl)C(=O)CS2	4%	4%	2%	3%	5%	0%	-5%
Cc1cc(C)c(NC(=O)Cn2nc(-c3ccncc3)ccc2=O)c(C)c1	2%	10%	0%	0%	21%	0%	1%
CC(C)c1ccc2oc(-c3cc(NC(=O)c4cccnc4)ccc3Cl)nc2c1	-2%	?	1%	?	20%	-3%	?
Cc1ccc(Cl)cc1N1CCN(C(c2ccc(F)cc2)c2nnc(-c3ccccc3)o2)CC1 (configuration not stated)	1%	4%	1%	-7%	8%	8%	10%
O=C(Nc1nnc(S(=O)(=O)Nc2ccccc2)s1)c1ccccc1Cl	0%	-23%	0%	-22%	7%	-3%	-2%
CCC(=O)Nc1ccc2nc(SCc3ccccc3)sc2c1	0%	?	-4%	-9%	8%	0%	0%
COc1ccccc1CNc1nc2ccccc2c2nc(-c3cccnc3)nn12	-11%	13%	0%	-5%	9%	-3%	-5%
COc1ccc(C2=C(C)C(=O)N(Cc3ccc(C(=O)Nc4cc(C)ccc4C)cc3)S2(=O)=O)cc1	-1%	-1%	0%	-4%	3%	3%	9%
Cc1c(Cl)cccc1-n1ncc(C(=O)N2CCN(c3ncccn3)CC2)c1C1CCN(C(=O)OC(C)(C)C)CC1	-6%	-19%	1%	-6%	-4%	-6%	9%
CC1C(=O)Nc2ccc(S(=O)(=O)N3CCCCC3)cc2NC1=O (configuration not stated)	2%	-4%	-4%	-3%	0%	0%	5%
Cn1c(=O)c2sccc2n2c(CCC(=O)N3CCN(c4cccc(Cl)c4)CC3)nnc12	7%	-8%	1%	4%	-2%	0%	-1%
CCN1CCN(Cc2nc3cc(NC(=O)c4cccc([N+](=O)[O-])c4)ccc3n2CC)CC1	?	7%	-3%	3%	-3%	-5%	1%
O=C(CSc1nc(O)c(C/C=C/c2ccccc2)c(=O)[nH]1)Nc1cccc(F)c1	0%	25%	0%	7%	1%	-1%	-1%
Cc1ccc(C)c(NC(=O)CSc2nncn3c2cc2sccc23)c1	3%	?	-1%	10%	-16%	1%	-12%

Assay outcomes (PubChem)

The list is partial, so the mix of outcomes need not match the whole.
